ERK EGF block: EGF-driven ERK pathway inhibition; HEK293-V1b, EGF-stimulated phospho-ERK AlphaScreen; Potency, µM (series often up to 11.5 µM), for inactives: at the top dose activity change, negative = inhibition, actives largely listed as inhibitors; 130,000 tested, 0.41% active; active = well fitted inhibition curve with a large enough effect; inconclusive = small, poorly fitted or top-dose-only effect, or effect the other way;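 note: plate controls were stimulated vehicle wells for no effect and unstimulated vehicle basal for full effect; nearly all actives have a fitted effect of over 55% in size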
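HEK293 cells stably expressing V1b receptor, serum-reduced (1% FBS) overnight, pretreated 30 min with compound, then stimulated 5 min with 25 nM EGF; phospho-ERK detected by AlphaScreen SureFire. AC50 from Hill fits, normalized to DMSO and EGF.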
Active calls of the source: *; ? = inconclusive; [ ] = dose if it differs, or a comment. Potency is the fitted concentration of half-maximal effect. The list is partial; the hit share may differ from the screen's.

cpd	SMILES	ERK EGF block
1	CCCN1CCN(C(=O)Cn2cnc3ccc(S(=O)(=O)N4CCC(C)CC4)cc3c2=O)CC1	1.8%
2	CN1C(C(=O)NCc2cccc(Br)c2)CC2Cn3c(nc4ccccc43)C21 (configuration not stated)	-2.0%[57.5 µM]
3	COc1cc(C2CC(=O)n3c(nc4ccccc43)S2)cc(OC)c1OC (configuration not stated)	-1.2%
4	O=C(NCc1nc2ccccc2[nH]1)C1=C[C@H](c2ccccc2)C[C@H](OCc2ccc(CO)cc2)O1	-7.2%[57.5 µM]
5	COCCCn1c(O)c(/C=C2\N=C(C#N)C(=Nc3ccc(C)cc3)O2)sc1=S	?
6	Cc1cc(O)c(C=Nc2cccc(Cl)c2)c(=O)o1	8.8%
7	O=C(NC1CCCC1)C1CCN(c2cnccn2)CC1	25.7%
8	CCN(CCn1cccn1)C(=O)CC1C(=O)NCCN1Cc1ccc(F)cc1 (configuration not stated)	3.0%

Next part.
cpd	SMILES	ERK EGF block
9	COc1cc(Cl)ccc1NC(=O)COc1ccccc1C(=O)NN	0.7%
10	CC(C)c1ccccc1OCCNC(=O)c1cncc(Br)c1	-7.1%
11	Cc1ccc(N2CCN(CC(O)COc3cccc4ccccc34)CC2)cc1 (configuration not stated)	?
12	Cc1cc(N=Nc2ccc(Cl)cc2)cc(CN2CCOCC2)c1O	15.8µM*
13	COC(=O)c1ccccc1NC(=O)COC(=O)CSc1nnc(N)s1	-0.1%
14	Cc1ccc(OCc2n[nH]c(=S)n2N)cc1C	-2.4%
15	COc1ccc(C)cc1Nc1n[n+](C)c(-c2ccc(C(=O)O)cc2)s1	-15.9%[57.5 µM]
16	O=C(O)c1cc(S(=O)(=O)N2CCOCC2)ccc1N1CCCCC1	-2.5%

Going on with the list.
cpd	SMILES	ERK EGF block
17	CC(C)(C)C(=O)Nc1nc2cc3c(cc2s1)OCO3	-1.0%[57.5 µM]
18	CC(=O)N/C(=C\c1ccc(F)cc1)C(=O)NC(Cc1c[nH]c2ccccc12)C(=O)O (configuration not stated)	1.4%
19	CCC(=O)Nc1ccc(Oc2ccc(NC(=O)CC)c(NC(=O)CC)c2)cc1	3.1%
20	O=C(CSc1nc2c(sc3ccccc32)c(=O)n1CCCN1CCOCC1)NCC1CCCO1 (configuration not stated)	-2.5%[57.5 µM]
21	COc1ccc(NC(=O)C/C(C)=N/NC(=O)c2ccncc2)c([N+](=O)[O-])c1	6.8%
22	COc1cc(C)c(/C=C(\C#N)C(=O)Nc2ccc(C)cc2)cc1C(C)C	-4.7%
23	Cc1ccc(C)c(NC(=O)Cc2ccc(S(=O)(=O)N3CCCCC3)s2)c1	-6.2%
24	CCOC(=O)Cc1csc2nc(-c3ccccc3)nn12	-4.0%[57.5 µM]

More results follow:
cpd	SMILES	ERK EGF block
25	C(=N\Nc1nc(N2CCOCC2)nc(N2CCOCC2)n1)/c1ccncc1	3.7%
26	Cc1cccc(-n2cnc3c(sc4nc(N5CCOCC5)c5c(c43)CCCC5)c2=O)c1	-0.4%[57.5 µM]
27	C=CCn1c(C)nc2ccccc2c1=O	-8.4%
28	CN(C)/N=C/c1ccc(OC(=O)c2cccc([N+](=O)[O-])c2)cc1	-3.0%
29	CCc1cc2c(=O)c(-c3ccc(F)cc3)c(C)oc2cc1OCC(=O)O	-4.6%[57.5 µM]
30	O=C(c1sc2cc([N+](=O)[O-])ccc2c1Cl)N1CCCCC1	4.2%
31	CC(C)Oc1ccc(C(=O)NC(=S)N2CCOCC2)cc1	-6.2%
32	COCCCNC(=S)NNC(=O)C1CC1c1ccc(C(C)(C)C)cc1 (configuration not stated)	-1.4%

Other compounds follow.
cpd	SMILES	ERK EGF block
33	CCOC(=O)C(C)(C)NS(=O)(=O)c1ccc(Cl)c([N+](=O)[O-])c1	9.8%
34	CCOc1ccc(CN2CCN(Cc3cc4c(cc3Cl)OCO4)CC2CCO)cc1 (configuration not stated)	?
35	CCC(C)C(=O)OC1CC(C)C=C2C=CC(C)C(CCC3CC(O)CC(=O)O3)C21 (configuration not stated)	19.9%
36	O=C(/C=C/c1ccco1)NCC1COc2ccccc2O1 (configuration not stated)	1.7%[57.5 µM]
37	CC1CCCC(C)N1NC(=S)Nc1ccc(OC(F)F)cc1 (configuration not stated)	-1.8%
38	O=c1[nH]c(/C=C\c2cccnc2)c([N+](=O)[O-])c(=O)[nH]1	-7.2%[57.5 µM]
39	CCOC(=O)c1ccc(N=C2SC(C(=O)NC)CC(=O)N2CCc2ccccc2)cc1 (configuration not stated)	3.8%[57.5 µM]
40	Cc1ccc(NS(=O)(=O)c2ccc3c(c2)NC(=O)CC(=O)N3)cc1C	1.4%

(continued)
cpd	SMILES	ERK EGF block
41	CCN(CC)c1ccc(/C=N/NC(=O)c2cnccn2)c(O)c1	8.4%[57.5 µM]
42	CCN(CC)S(=O)(=O)c1ccc(OCC(=O)NCc2ccco2)cc1	17.6%[57.5 µM]
43	Cc1csc(Nc2ccccc2)[n+]1C	?
44	C/C(=N\Nc1ccc(S(=O)(=O)Nc2ccccc2)cc1[N+](=O)[O-])c1ccc(N2CCOCC2)cc1	?
45	c1ccc(-c2nc(-c3ccc(-c4ccon4)s3)no2)cc1	-10.7%[57.5 µM]
46	O=C(CCC(=O)Nc1ccccc1)NNC(=O)CCc1ccccc1	-6.2%
47	Cc1c(C2C(C#N)=C(N)OC3=C2C(=O)CCC3)cnn1C (configuration not stated)	12.5%
48	Cc1ccc(S(=O)(=O)N2CCCCC2)cc1NC(=O)Cn1c(=O)cnc2ccccc21	-9.6%

Structures shown so far that contain a COOH group (4):
cpd	SMILES	ERK EGF block
15	COc1ccc(C)cc1Nc1n[n+](C)c(-c2ccc(C(=O)O)cc2)s1	-15.9%[57.5 µM]
16	O=C(O)c1cc(S(=O)(=O)N2CCOCC2)ccc1N1CCCCC1	-2.5%
18	CC(=O)N/C(=C\c1ccc(F)cc1)C(=O)NC(Cc1c[nH]c2ccccc12)C(=O)O (configuration not stated)	1.4%
29	CCc1cc2c(=O)c(-c3ccc(F)cc3)c(C)oc2cc1OCC(=O)O	-4.6%[57.5 µM]

Further structures.
cpd	SMILES	ERK EGF block
49	c1cnc(N2CCN(c3cnccn3)CC2)nc1	-25.4%
50	CCCCCCCCCCCCOC(=O)C[N+](C)(C)C	2.4%[57.5 µM]
51	Clc1cccc(Cl)c1-c1noc(-c2ccno2)n1	-3.2%[57.5 µM]
52	COc1ccc2[nH]c3c(=O)n(CCc4ccccc4)cnc3c2c1	-11.8%[57.5 µM]
53	COc1ccc(C(=O)N/N=C(/C)c2ccc(N3CCCCC3)cc2)cc1	8.1%
54	CC(C)(C)C(=O)Nc1cccc(-c2cc(-c3c(Cl)cccc3Cl)no2)c1	-2.3%[57.5 µM]
55	Fc1ccc2nc(N3CCOCC3)sc2c1	9.4%
56	CCC1(CC)Cc2ccccc2-c2nc(NCCO)[nH]c(=O)c21	4.6%

Next entries follow:
cpd	SMILES	ERK EGF block
57	O=C1CCC2(CC1)NC(=O)N(c1ccccc1)N2	1.4%
58	Cc1ccc(-c2csc(CC(N)=O)n2)cc1	-6.7%
59	O=C(Nc1ccccc1-c1ccccc1)NC1CC2CCCC(C1)N2CCc1ccccc1 (configuration not stated)	4.4%
60	COC(=O)CC1C(C)(C)C(OC(C)=O)C2CC3=C4CC(=O)OC(c5ccoc5)[C@]4(C)CCC3[C@@]1(C)C2=O (some centres not stated)	-3.8%
61	CCOc1ccc(C(=O)Nc2ncccc2Cl)cc1	-4.4%
62	CCOC(=O)C1(Cc2ccccc2)CCN(Cc2ccc(COC)o2)CC1	-10.1%
63	Cc1nn(C)c(Cl)c1CN1CCC(CO)(CC2CCCCO2)CC1 (configuration not stated)	-0.4%
64	Cc1cc(NC(=S)N(CCCN2CCN(C)CC2)Cc2ccco2)ccc1Cl	1.0%

(further entries)
cpd	SMILES	ERK EGF block
65	CCOC(=O)c1cc(CO)cc(C(=O)OCC)c1	-5.4%[57.5 µM]
66	Fc1cccc(Cl)c1/C=N/n1c(-c2cccnc2)n[nH]c1=S	6.5%
67	Cc1cc(C)n(-c2ccc(C(=O)OCC(=O)NCc3ccc(F)cc3)cc2)n1	-1.8%
68	O=C1CCCN1CCC1CCCCN1Cc1nc(COc2ccccc2)no1 (configuration not stated)	-15.9%
69	Cc1c(-n2c(SCC(=O)NC(C)C(C)C)nc3ccccc3c2=O)c(=O)n(-c2ccccc2)n1C (configuration not stated)	6.0%
70	Cc1cc(C)c(C)c(S(=O)(=O)N2CCN(CC(=O)Nc3ccc([N+](=O)[O-])cc3)CC2)c1C	-2.1%
71	COC(=O)Nc1nnc(-c2ccc(OC)cc2)s1	-2.8%[57.5 µM]
72	COc1ccc(Nc2oc(COc3ccc(OC)cc3)nc2C#N)cc1	?

(more compounds)
cpd	SMILES	ERK EGF block
73	Cc1c2ccccc2nc2c(F)c(N(C)C)c(F)c(F)c12	?
74	CCN(CC(=O)NCc1ccc(Cl)cc1)C(=O)c1ccc(S(=O)(=O)N(C)C)cc1	-6.5%
75	Cc1ccnc(NC(=O)CCC(=O)N(CC(=O)NC(C)(C)C)c2ccc3c(c2)OCCO3)c1	4.7%
76	CCCn1ccc(O)c(Cc2ccc(Cl)cc2)c1=O	24.5%
77	O=C(c1cccs1)N(c1ccc(Br)cc1)C1C=CS(=O)(=O)C1 (configuration not stated)	-19.9%
78	CCOC(=O)C1=C(C)N=c2s/c(=C\c3cc(OC)c(OC)c(OC)c3)c(=O)n2C1/C=C/c1ccccc1 (configuration not stated)	-9.5%
79	CC1(C)CC(=O)C=C(NC2CCCCCCC2)C1	7.1%
80	O=C(Nc1nc(-c2ccccn2)cs1)C1CC1	-1.8%

The list goes on.
cpd	SMILES	ERK EGF block
81	COc1cc(/C(C)=N/NC(=O)Cc2c(C)[nH][nH]c2=O)ccc1O	6.1%
82	CSc1nc2ccc(NS(=O)(=O)c3ccc([N+](=O)[O-])cc3)cc2s1	3.6%[57.5 µM]
83	O=c1oc2ccccc2c(Nc2ccccc2)c1[N+](=O)[O-]	7.5%
84	Clc1cccc(Cc2ccc(Cl)nn2)c1	5.4%
85	CN(C)c1ccc(-c2cncnc2NCc2ccccc2)cc1	?
86	COc1ccc(S(=O)CC(=O)Nc2ccccc2Cl)cc1 (configuration not stated)	0.3%
87	O=C(CC1C(=O)NCCN1Cc1ccc(-c2ccccc2)cc1)NC1CCC1 (configuration not stated)	3.2%
88	Nc1cccc2c1C(=O)N(C(=O)/C=C/c1cccc(F)c1)C2=O	-11.2%

Further results:
cpd	SMILES	ERK EGF block
89	CC(C)(C)C(=O)Cn1c(=N)n(Cc2ccccc2)c2ccccc21	-14.6%
90	O=C(CCNC(=O)c1ccccc1Cl)Nc1ccc(Br)c(C(F)(F)F)c1	28.2µM*
91	CCOC(=O)CNC(=O)/C=C/c1c(Cl)cccc1Cl	-0.5%
92	CC(C)OC(=O)c1cccc2c1C(=O)c1ccccc1-2	-7.0%[57.5 µM]
93	Cc1cc2oc(=O)cc(CN3CCN(S(=O)(=O)c4cccs4)CC3)c2cc1C(C)C	2.6%
94	Cc1ccccc1C(=O)N1CCN(c2ccc(NC(=O)c3ccccc3[N+](=O)[O-])cc2)CC1	-1.0%
95	COc1ccccc1C(=O)NCCn1cc(SCC(=O)Nc2cc(C)on2)c2ccccc21	9.6%
96	Cn1c(=O)c2c(nc(CN3CCc4ccccc4C3)n2CCCO)n(C)c1=O	-6.2%

Remaining list, next part
cpd	SMILES	ERK EGF block
97	CCc1nn(CC(=O)N2CCN(Cc3ccc4c(c3)OCO4)CC2)c(=O)c2cc3occc3n12	-16.3%
98	Cc1ccc(C(c2c(C)n(C)n(-c3ccccc3)c2=O)c2c(C)n(C)n(-c3ccccc3)c2=O)s1	-0.7%
99	COc1ccc(N(CC(=O)N2CCN(c3ccc(F)cc3)CC2)S(=O)(=O)c2c(C)n[nH]c2C)cc1	-14.2%
100	CCC(=O)N1N=C(c2ccc(C)o2)CC1c1ccc(Br)cc1 (configuration not stated)	8.4%
101	O=c1[nH][nH]cc1C=Nc1cc(Cl)ccc1O	3.3%
102	O=C(CN1CCc2ccccc21)NC(=O)NC1CCCCC1	0.3%[57.5 µM]
103	COc1ccc(NS(=O)(=O)c2ccc(N3CCOCC3)c(NC(=O)c3cccc(F)c3)c2)cc1	-5.7%
104	COCCCNCCCCSc1ccc(Cl)cc1	0.7%

The listing continues:
cpd	SMILES	ERK EGF block
105	CSc1cccc(CN2CCCC(CO)(Cc3cccc(Cl)c3)C2)c1 (configuration not stated)	-6.6%
106	CCC1=Nc2cc(C(=O)NCC3CCCO3)ccc2Sc2ccc(Br)cc21 (configuration not stated)	2.0%
107	CCCCN1CCCCC1C(=O)Nc1c(C)cccc1C (configuration not stated)	-4.1%
108	NC(=O)CSc1nc2c(sc3ccccc32)c(=O)n1CCCC(=O)NCC1CCCO1 (configuration not stated)	8.9%[57.5 µM]
109	Cn1cc(C2CC(c3ccccc3)=NN2C(=O)c2ccccc2)c2ccccc21 (configuration not stated)	-3.9%
110	COc1cc(O)c(C(CCN2CCOCC2)c2ccc3c(c2)OCO3)c(OC)c1 (configuration not stated)	0.9%[57.5 µM]
111	Nc1ccccc1Sc1ccc(C(=O)c2ccccc2C(=O)O)cc1[N+](=O)[O-]	6.7%[57.5 µM]
112	CCOC(=O)c1ccc(NCc2nc3ccccc3[nH]2)cc1	5.5%

New compounds follow.
cpd	SMILES	ERK EGF block
113	Cc1ccc(S(=O)(=O)N2CCC(N3CCCCCC3)CC2)cc1	1.1%
114	CN1CCN(C(=O)c2ccc(CS(=O)(=O)c3c(Cl)cccc3Cl)o2)CC1	-3.9%
115	CCN(CC(=O)Nc1cc(Cl)ccc1C)c1ncnc2sc(C)c(C)c12	-5.0%
116	O=C(Nc1nc(-c2ccc(F)cc2)cs1)C1CCCO1 (configuration not stated)	-9.8%
117	CCn1c(SCC(=O)Nc2ccccc2C)nc2nc3c(cc2c1=O)COC(C)(C)C3	-3.4%[57.5 µM]
118	Cc1cccc(NC2=CC(=O)CC(C)(C)C2)c1C	10.5%
119	CCOc1ccc(OCC(=O)Nc2nccs2)cc1	2.0%
120	Cc1ccc[n+](-c2nc([O-])sc2/C=N/Nc2ccc([N+](=O)[O-])cc2)c1	?

From PubChem
